RECQ1 helicase = RECQ1 (human) helicase inhibition; P46063; RECQ1 DNA unwinding, red fluorescence kinetic read; Potency, µM (doses to about 57.3 µM), without a hit: top-dose activity, negative = inhibition, actives largely listed as inhibitors; 0.54% of 240,000 active; AID 2549;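 further: plate controls were vehicle for no effect and no enzyme for full effect; nearly all actives have a fitted effect of over 30% in size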
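RECQ1T1 50 nM; forked duplex (20 bp + 30-nt ss tails) 200 nM, ATP 2 mM final; pH 8.0, 2 mM MgCl2, 2.5 ug/ml poly(dI-dC); 15 min compound preincubation; discontinuous kinetic read over 2 h at RT.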
TRb-SRC2 inh = inhibitors of human thyroid hormone receptor beta-SRC2 interaction; P10828; 0.065% of 280,000 active; AID 1469; TRbeta-SRC2 peptide binding, fluorescence polarization; receptor liganded with 1 µM T3; Potency, µM (series often up to 106 µM), for the others: top-dose activity change, negative = inhibition, hits mostly inhibitors;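 further: plate controls were bound peptide for no effect and peptide without receptor for full effect; nearly all actives have a fitted effect of over 50% in size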
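A fluorescence polarization screen tested compounds at multiple concentrations against complex formation between 0.6 uM TRb ligand-binding domain and 20 nM Texas Red SRC2 peptide, with 1 uM T3 present; readout after 5 hr.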
Lamin A splicing = LMNA splicing modulation; HeLa LMNA splicing GFP/RFP minigene ratio, 48 h; Potency, µM (doses to about 46.1 µM), inactives show at the highest dose ratio change, negative = inhibition, actives largely listed as inhibitors; 0.01% of 200,000 active; AID 1487; active means well fitted inhibition curve with a large enough effect in the signal ratio, with a control signal flat, not every such curve was filed as active; inconclusive means small, poorly fitted or top-dose-only effect, or effect the other way, or a change in a side signal; the % refers to the signal ratio; further: on the % scale 0 is the no-effect control and ±100 the full control effect
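S3 HeLa cells stably expressing lamin A-EGFP splicing minigene plus DsRed2, 600 cells/well, 48 h compound exposure at 37C. Laser-scanning cytometry; analysed as GFP (500-530 nm)/RFP (575-640 nm) total intensity ratio; 0.5% DMSO vehicle.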
TR SRC2 fluor cs = Texas Red fluorescence interference in TRb-SRC2 counter-screen; TRb/SRC2 Texas Red total fluorescence interference; Potency, µM (highest dose often 106 µM), for the others: top-dose fluorescence change, negative = quenching; 0.29% of 280,000 active; active means well fitted curve in either direction with a large enough effect; inconclusive means small, poorly fitted or top-dose-only effect; further: on the % scale 0 is the no-effect control and ±100 the full control effect
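Human TRβ ligand-binding domain (0.6 uM) and Texas Red SRC2 peptide (20 nM) in Tris buffer with 1 uM T3 and 5% DMSO were incubated with pinned compound for 5 hr at ambient temperature. Total fluorescence was computed as S + 2P (555/632 nm).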
JMJD2E inh = JMJD2E (human) inhibition; B2RXH2; JMJD2E catalytic domain, FDH-coupled NADH fluorescence (FDH is formaldehyde dehydrogenase); Potency, µM (top dose mostly 57.1 µM), inactives show at the top dose activity change, negative = inhibition, usual class: inhibitors; 1.6% of 230,000 active; active means well fitted inhibition curve with a large enough effect, not every such curve was filed as active; inconclusive means small, poorly fitted or top-dose-only effect, or another doubt; inactive means no such curve, though single readings can be large or run the other way;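 further: 0% = wells with enzyme and -100% = buffer wells without enzyme; nearly all actives have a fitted effect of over 50% in size; many of its hits are not listed in these tables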
ALDH1A1 inh = blocks purified human ALDH1A1 activity; P00352; Purified ALDH1A1, NADH fluorescence, propionaldehyde substrate; Potency, µM (doses to about 75.3 µM), inactives show at the highest dose activity, negative = inhibition, hits mostly inhibitors; 7.3% of 220,000 active; AID 1030; active means well fitted inhibition curve with a large enough effect, not every such curve was filed as active; inconclusive means small, poorly fitted or top-dose-only effect, or another doubt; inactive means no such curve, though single readings can be large or run the other way;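 further: plate controls were no enzyme wells and a reference inhibitor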
Target sequence (P00352 whole entry, looked up): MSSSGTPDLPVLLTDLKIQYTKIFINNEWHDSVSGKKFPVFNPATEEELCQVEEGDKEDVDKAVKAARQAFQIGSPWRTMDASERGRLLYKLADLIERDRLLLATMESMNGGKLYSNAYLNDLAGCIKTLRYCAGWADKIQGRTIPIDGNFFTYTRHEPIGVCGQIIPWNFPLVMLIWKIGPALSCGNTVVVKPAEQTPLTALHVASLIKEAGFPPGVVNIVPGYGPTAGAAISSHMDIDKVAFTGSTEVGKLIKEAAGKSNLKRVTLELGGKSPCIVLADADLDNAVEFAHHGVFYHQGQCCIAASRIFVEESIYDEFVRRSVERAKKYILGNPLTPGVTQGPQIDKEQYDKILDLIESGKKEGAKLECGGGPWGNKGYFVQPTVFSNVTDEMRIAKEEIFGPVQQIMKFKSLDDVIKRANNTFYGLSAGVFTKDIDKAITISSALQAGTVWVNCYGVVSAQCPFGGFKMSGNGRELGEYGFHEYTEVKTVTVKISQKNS
RGS12 GoLoco inh = inhibitors of human Gai1-RGS12 GoLoco interaction (red fluorophore); P63096; Gai1:RGS12 GoLoco peptide FP, rhodamine, 10 min; Potency, µM (titrated, usually from 61.6 µM), inactives show at the top dose activity, negative = inhibition, actives largely listed as inhibitors; 0.44% of 230,000 active; AID 880; active means well fitted inhibition curve with a large enough effect, not every such curve was filed as active; inactive means no such curve, though single readings can be large or run the other way; further: on the % scale 0 is the no-effect control and ±100 the full control effect; nearly all actives have a fitted effect of over 30% in size; many of its hits are not listed in these tables
Target sequence (P63096 whole entry, looked up): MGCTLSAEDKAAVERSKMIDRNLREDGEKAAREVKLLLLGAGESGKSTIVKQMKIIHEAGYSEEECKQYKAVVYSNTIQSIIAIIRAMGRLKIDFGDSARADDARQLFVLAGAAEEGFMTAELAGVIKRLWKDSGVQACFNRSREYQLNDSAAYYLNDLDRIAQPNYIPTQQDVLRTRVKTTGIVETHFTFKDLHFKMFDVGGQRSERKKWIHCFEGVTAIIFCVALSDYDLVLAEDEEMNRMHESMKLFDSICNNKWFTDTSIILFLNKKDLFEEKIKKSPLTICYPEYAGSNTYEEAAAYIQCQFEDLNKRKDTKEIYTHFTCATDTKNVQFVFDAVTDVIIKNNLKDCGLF
SMN2 splice enh = SMN2 splice variant enhancement. HEK293 SMN2-luciferase splicing reporter, luminescence, 30-36 h. Potency, µM (series often up to 46.1 µM), inactives show top-dose activity change, positive = activation, hits mostly activators. 2.8% of 210,000 active; further: % of control where 0% means no effect; nearly all actives have a fitted effect of over 55% in size
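HEK293 cells carry an SMN2 minigene-luciferase reporter in which exon 7 inclusion puts luciferase in frame. Cells were seeded at 2000 cells/well, attached for 10-12 hours, then exposed to compounds for 30-36 hours at 37C before ONE-Glo luminescence.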
* marks the source's active call; other numbers are inactive results; i = inactive; ? = inconclusive; / = no result given; & = joins results of further samples; [ ] = remark or other dose. Unless noted, the call rests on the fitted dose curve; in most records, active means well fitted curve in the direction sought with a large enough effect; inconclusive means small, poorly fitted or top-dose-only effect, or another doubt; inactive means no such curve, though single readings can be large; an effect the other way counts as inactive or inconclusive. Potency means the concentration at half of the fitted maximal effect. Only part of the results is shown, so the mix of outcomes need not match the whole.

smiles | RECQ1 helicase | TRb-SRC2 inh | Lamin A splicing | TR SRC2 fluor cs | JMJD2E inh | ALDH1A1 inh | RGS12 GoLoco inh | SMN2 splice enh
O=C(Cn1cnnn1)Nc1cccc([N+](=O)[O-])c1 | -2% | -3% | 22%[46 µM] | -4% | 8% | 9% | -2% | -10%
COCCNC(=O)C(c1c[nH]c2ccccc12)N(C(=O)c1snc(C(N)=O)c1N)c1cccc(OC)c1 (stereo not drawn) | -3% | 6% | -2%[9.22 µM] | -3% | ? | 4% | 5% | 12%
CCOc1ccc(CCNc2nc3ccccc3n3cnnc23)cc1OCC | 0% | 4% | / | -1% | -10% | / | -3% | /
COc1cc(S(=O)(=O)Nc2ccccc2)ccc1NC=O | -6% | -9% | -1% | 2% | 0% | -10% | 11% | -10%
CNc1oc(-c2cccs2)nc1C#N | -7% | 3% | 7% | -5% | ? | ? | 4% | -8%
CN(C)C(=O)c1coc2nc3ccccc3nc12 | -14% | 3% | / | -4% | ? | / | 7% | /
CC(CN1CCOCC1)OC(=O)Cc1ccc(Cl)cc1 (stereo not drawn) | i | -1% | / | -2% | -4% | ? | -6% | 9%
Cc1cc(C(=O)N/N=C/c2sc(N3CCOCC3)nc2-c2ccccc2)c(C)o1 | -7% | -5% | -19%[46 µM] | -1% | ? | ? | 16% | 1%
O=C(CNC(=O)c1cccs1)NCC(=O)OCc1ccccc1Cl | -3% | -4% | -7% | -6% | -4% | 8% | 19% | -17%
Cc1ccc(-c2csc3n[nH]c(=S)n23)cc1 | -10% | 2% | ? | 0% | ? | ? | 4% | -3%
C=C1c2ccccc2NC(=O)N1c1ccc(C)cc1 | i | 8% | 3% | 0% | -3% | ? | 1% | 6%
O=C(O)CCC(=O)Nc1cccc(-c2csc(-c3ccccc3)n2)c1 | 0% | -6% | / | -5% | 3% | ? | 19% | -14%
CC(C)CCn1nc(C(=O)OC(C)C(=O)NC(N)=O)c2ccccc2c1=O (stereo not drawn) | -1% | -4% | 5% | -5% | -1% | -11% | 3% | -15%
CC(=O)Nc1ccc(S(=O)(=O)NC(C(=O)O)C(C)O)cc1 (stereo not drawn) | -1% | -4% | / | -6% | 2% | / | 12% | /
CC1CCN(C2(O)C(=O)Nc3ccc([N+](=O)[O-])cc32)CC1 (stereo not drawn) | i | 1% | 0%[0.0737 µM] | -1% | -1% | -7% | 0% | 5%
CN1CC(=O)N(CC(=O)Nc2ccc(N(C)C)cc2)c2ccccc2C1=O | -20% | 7% | 7% | -1% | ? | ? | -40% | -2%
COc1ccc(N(CC(=O)NCCSCc2ccco2)S(=O)(=O)c2ccc(C)cc2)cc1 | i | 1% | 4%[46 µM] | -2% | -7% | 20µM* | -8% | /
CC(C)C(=O)OC1CCS(=O)(=O)c2sccc21 (stereo not drawn) | i | -5% | / | -1% | 1% | -9% | -11% | -3%
CCOC(=O)C1=C(N)Oc2ccc(Br)cc2C1C(C#N)C(=O)OCC (stereo not drawn) | -3%&14% | 1%&-1%&4% | / | -1%&-4%&-1% | / | 16µM* | 31%[activator] | -30%[inhibitor]
CCOC(=O)C1CCCN(C(=O)c2cc3c(-c4cccc(OC)c4)nn(C)c3s2)C1 (stereo not drawn) | -7% | 0% | -7% | -4% | -29% | ? | 4% | 6%
CC(=O)NC(=S)Nc1ccc(NC(=O)COc2ccc(Cl)cc2)cc1 | 0% | 0% | 9% | 0% | -8% | -10% | 7% | -3%
Cc1cc(C)n(CCN(C)C(=O)CCc2nnc(-c3ccc4c(c3)OCO4)o2)n1 | i | 2%[53 µM] | ? | -1%[53 µM] | ? | -1% | -11% | /
O=C(CCCNC(=O)/C(=C\c1ccc(F)cc1)NC(=O)c1ccccc1)OCc1ccccc1 | -3% | -16% | 9%[0.0737 µM] | -4% | 2% | -9% | -8% | 12%
O=c1cc(CN2CCN(c3ccccc3F)CC2)c2cc(O)c(-c3ccccc3)cc2o1 | 1% | 4% | -3% | 1% | -19% | 28µM* | 32%[activator] | 9%
CCc1ccc(C(=O)NC(C(=O)NCC2CCCO2)C(C)C)cc1 (stereo not drawn) | i | -1% | ? | -5% | -6% | 14% | 19% | -13%
CC(/C=N/NC(=O)c1cc(C(C)C)[nH]n1)=C\c1ccccc1 | -2% | -10% | ? | -1% | -7% | 13% | 4% | 9%
COCCNC(=O)C(=O)NNS(=O)(=O)c1ccc2ccccc2c1 | -1% | 4% | -3%[46 µM] | -4% | 2% | 0% | 2% | /
COc1cnc(-c2ccccn2)nc1Sc1ccc(Cl)cc1 | -7% | 1% | ? | -4% | 2% | -15% | 0% | -81%[inhibitor]
O=C(COC(=O)c1cc([N+](=O)[O-])ccc1NCCO)c1ccccc1 | -7% | -7% | -6% | 100µM*[quencher] | ? | 25µM* | -2% | 2%
CCCn1c(=N)n(CC(O)COc2ccc(C)cc2)c2ccccc21 (stereo not drawn) | -2% | -3% | / | -5% | 3% | / | -19% | /
COc1ccc(/C(N)=N/OC(=O)c2ccc(C)c([N+](=O)[O-])c2)cc1 | -3% | 4% | 4% | -3% | 0% | 2% | 4% | -2%
COc1ccc(S(=O)(=O)N(CC(=O)N2CCN(c3ccccc3OC)CC2)c2ccccc2)cc1 | -7% | 6% | ? | 1% | 7% | 7.1µM* | 6% | -45%
Brc1cccc(-c2nc(-c3ccncc3)no2)c1 | -7% | -10% | -2% | 3% | 9% | -12% | -2% | 27%
O=C(O)CCC(=O)N1N=C(c2ccccc2)CC1c1cccs1 (stereo not drawn) | i | 1% | / | -3% | -8% | / | -1% | /
Cc1cc(=O)oc2cc(OCC(=O)OCC(=O)Nc3ccc(C(C)C)cc3)ccc12 | 1% | -3% | 2% | 0% | ? | ? | -8% | 3%
O=C(c1cc2ccc([N+](=O)[O-])cc2oc1=O)N1CCOCC1 | 1% | -2% | / | -1% | 6% | 10% | 10% | 4%
O=C(CN1C(=O)c2ccccc2C1=O)N1CCN=C1c1ccccc1 | -8% | -6% | / | -1% | 14% | / | 3% | /
CCS(=O)(=O)NCCc1csc(-c2cccnc2)n1 | -13% | -21% | -7% | 0% | ? | 10% | 12% | -3%
CN1C(=O)C2(C(C#N)=C(N)N(c3cc(Cl)cc(Cl)c3)C3=C2C(=O)CC(C)(C)C3)c2ccccc21 (stereo not drawn) | -9% | 1% | ? | 0% | 5% | 7% | 0% | 14%
CCOC(=O)C1CCN(Cc2ccc(O)c(OC)c2)CC1 | -6% | -6% | 3% | -2% | ? | ? | -5% | 0%
CCOC(=O)CSc1nc2ccccc2c(=O)n1CC1CCCO1 (stereo not drawn) | -16% | -5% | -5% | 1% | -1% | -5% | 1% | 2%
Cc1ccc(-c2cc(C(=O)N/N=C/c3c[nH]c4ccccc34)n[nH]2)o1 | i | 25% | ? | ? | ? | -4% | -7% | 5%
CC(C)CN1C(=O)NC(NC(=O)c2cccnc2)(C(F)(F)F)C1=O (stereo not drawn) | i | -5% | -6% | -7% | 4% | 8% | 5% | -6%
C=CCn1c(SCc2c(C(=O)OC)sc(N)c2C(=O)OC)nnc1-c1ccc(Cl)cc1 | i | -8% | -8% | 1% | 3% | 3% | 28% | -6%
O=C1Nc2ccccc2N(O)N1c1ccc(S(=O)(=O)N2CCOCC2)cc1 | -12% | 2% | -13% | 3% | 0% | 17% | 0% | 0%[1.84 µM]
c1ccc2oc(-c3ccc(Nc4nc(N5CCCC5)nc(N5CCOCC5)n4)cc3)nc2c1 | 19% | 1% | 24%[46 µM] | -2% | ? | ? | -8% | /
O=C(NNC(=O)c1cc(-c2cccnc2)nc2ccccc12)Nc1ccc(Cl)cc1 | -6% | 2% | / | 0% | -10% | 5% | 4% | -3%
CCN(CC)S(=O)(=O)c1ccc(F)cc1 | -4% | -7% | 0% | -2% | 16% | 8% | 2% | -5%

Source: PubChem (National Center for Advancing Translational Sciences (NCATS))
